DNMT1 inh – inhibitors of human DNMT1 | P26358 | DNMT1 molecular beacon, Hinp1I cleavage, fluorescence | inhibition (reported as % activation of signal), % at 10 µM | actives 0.83% (n = 360,000); in the data active means inhibition above about 50%
bovine MsrA act – bovine methionine sulfoxide reductase A activation; actives 0.3% (n = 360,000); AID 602163; activation, % at 10.6 µM; purified bovine MsrA, absorbance read-out; in the data active means activation above about 7.5%;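 further: 0% = vehicle and 100% = reference activator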
MsrA inh – inhibits bovine methionine sulfoxide reductase A; purified bovine MsrA, absorbance read-out; inhibition, % at 15.5 µM; actives 0.75% (n = 360,000); AID 651718; in the data active means inhibition above about 4.5%;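 further: 0% = vehicle wells with enzyme and 100% = reference inhibitor wells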
STEP block – blocks human striatal-enriched tyrosine phosphatase. P54829. recombinant STEP, OMFP fluorogenic substrate, fluorescence. inhibition, % at 20 µM. actives 0.25% (n = 360,000). AID 588621;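 active means inhibition at 20 µM, scaled per plate between control wells, above about 37%, limit read from the data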;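 further: 0% = DMSO with enzyme and substrate and 100% = substrate only without enzyme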
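Also added – OMFP at 25 µM · Test system – STEP tyrosine phosphatase · Technique – FITC-channel fluorescence of OMFP product · Schedule – 20 min at room temperature, dark · Evaluation – control-normalized % inhibition with plate pattern correction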
TbMetRS inhib – Trypanosoma brucei MetRS inhibition; purified T. brucei MetRS, ATP depletion, Kinase-Glo luminescence; inhibition, % at 11.9 µM; actives 0.4% (n = 360,000);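 active means inhibition above a per-plate cutoff of the control wells' mean inhibition plus 3 SD, cut at about 5.5% in these data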;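 further: 0% = DMSO wells median and 100% = median of wells with control inhibitor compound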
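System: purified T. brucei MetRS enzyme / Detection: Kinase-Glo luciferase luminescence reporting remaining unconsumed ATP / Medium: HEPES buffer with MgCl2, KCl, DTT, spermine, BSA, pyrophosphatase / Replication: singlicate, one well per compound / Evaluation: percent inhibition relative to median high and low control wells / Schedule: 2 h aminoacylation at 25 °C after 15 min preincubation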
CendR NRP1 mod – modulators of CendR peptide binding to human neuropilin-1; O14786; FAM-RPARPAR peptide binding to NRP-1, fluorescence polarization; inhibition, % at 25 µM; actives 0.85% (n = 360,000);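 active means inhibition or corrected inhibition above about 18%, plus a signal ratio from 0.5 to 1.5, limit read from the data, passing the limit was not always enough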; further: strong numbers were not always called active
E coli Lon inh – inhibitors of E. coli Lon protease; P0A9M0; purified E. coli Lon protease, fluorescence polarization; inhibition, % at 7.94 µM; actives 0.42% (n = 360,000); AID 602123; in the data active means inhibition above about 13%, passing the limit was not always enough;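 further: 0% = enzyme with probe and DMSO and 100% = no enzyme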
Target sequence (P0A9M0 whole entry, looked up): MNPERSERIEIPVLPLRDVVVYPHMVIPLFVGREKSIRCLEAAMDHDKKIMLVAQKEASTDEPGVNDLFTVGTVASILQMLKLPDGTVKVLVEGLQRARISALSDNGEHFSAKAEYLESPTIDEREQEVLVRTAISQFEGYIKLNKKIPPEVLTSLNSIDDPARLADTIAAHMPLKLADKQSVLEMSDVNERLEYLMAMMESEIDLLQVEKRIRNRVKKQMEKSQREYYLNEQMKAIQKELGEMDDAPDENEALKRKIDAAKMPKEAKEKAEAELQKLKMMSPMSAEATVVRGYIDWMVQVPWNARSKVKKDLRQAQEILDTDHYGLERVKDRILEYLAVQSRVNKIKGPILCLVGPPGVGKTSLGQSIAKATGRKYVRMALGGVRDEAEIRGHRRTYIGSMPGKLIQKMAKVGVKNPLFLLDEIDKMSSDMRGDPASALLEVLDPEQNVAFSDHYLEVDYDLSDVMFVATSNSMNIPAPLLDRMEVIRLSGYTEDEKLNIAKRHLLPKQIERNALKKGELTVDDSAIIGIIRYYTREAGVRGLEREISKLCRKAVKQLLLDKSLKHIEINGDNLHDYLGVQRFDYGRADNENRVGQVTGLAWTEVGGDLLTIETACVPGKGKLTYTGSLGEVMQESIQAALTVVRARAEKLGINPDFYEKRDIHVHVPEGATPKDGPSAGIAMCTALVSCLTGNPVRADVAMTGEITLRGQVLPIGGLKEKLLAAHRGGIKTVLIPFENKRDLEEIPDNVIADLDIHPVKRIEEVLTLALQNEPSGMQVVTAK
Scp-1 inhibitor – inhibitors of human Scp-1 phosphatase. actives 0.88% (n = 340,000). inhibition, % at 20 µM. Recombinant Scp1, phosphopeptide, malachite green phosphate absorbance. Q9GZU7;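 active means inhibition above about 50% at 20 µM, limit read from the data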;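 further: plate controls were DMSO wells with enzyme for no effect and wells lacking enzyme for full effect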
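Test system: SCP-1 catalytic domain; Buffer or medium: Acidic Tris acetate buffer with magnesium and detergent; Also added: Phosphorylated 17-residue peptide substrate; Compound: single 20 µM dose, 1% DMSO; Schedule: enzyme reaction 45 min at room temperature, colour 5 min, stabilisation 30 min; Signal: Phosphate-binding colour reagent, absorbance read at 630 nm.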
LMPTP inh – blocks human LMPTP phosphatase | P24666 | recombinant LMPTP-A, OMFP fluorogenic substrate, fluorescence intensity | inhibition, % at 20 µM | actives 0.22% (n = 360,000);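 active means compounds that cut the enzyme signal by at least half of the control window in the single-dose screen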;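 further: plate controls were DMSO wells with enzyme plus substrate for no effect and substrate without enzyme for full effect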
Target sequence (P24666 whole entry, looked up): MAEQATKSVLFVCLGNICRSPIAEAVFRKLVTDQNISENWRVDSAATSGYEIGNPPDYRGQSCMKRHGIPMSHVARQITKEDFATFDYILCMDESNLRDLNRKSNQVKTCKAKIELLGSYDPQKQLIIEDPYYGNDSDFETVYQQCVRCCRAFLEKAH
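Assay system: LMPTP-A, protein tyrosine phosphatase of low molecular weight / Medium: pH 6.0 Bis-Tris buffer with DTT and Triton X-100 / Schedule: 50 min enzyme reaction at room temperature, protected from light / Measured by: endpoint fluorescence intensity from OMFP dephosphorylation / Read-out basis: % inhibition relative to no-enzyme and uninhibited control wells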
SUMO1-SIM PPI – SUMO1-SIM interaction modulation; P63165; SUMO1 binding to a labelled peptide, TR-FRET, 1 h; inhibition, % at 20 µM; actives 0.33% (n = 360,000); in the data active means inhibition above about 37%
Numbers without * were called inactive; . = not tested or not shown.

No.	smiles	LMPTP inh	Scp-1 inhibitor	TbMetRS inhib	DNMT1 inh	E coli Lon inh
1	O=C(CCN1C(=O)c2ccccc2S1(=O)=O)Nc1cccc2ccccc12	1.8	-11	-0.3	5	1
2	N#Cc1ccc(OCc2c(-c3ccccc3)nnn2CC(=O)O)cc1	-2.7	.	-0.2	4	-8
3	CCOC(=O)CNC(=O)CSc1nnc(-c2ccccc2)c(-c2ccccc2)n1	-0.1	-4	-0.3	0	3
4	COc1ccc(CNC(=O)c2cc(=O)c3ccccc3o2)cc1	-0.8	0	0.6	-2	9
5	COc1ccc(N(C(=O)c2cccc(OC)c2OC)C2C=CS(=O)(=O)C2)c(OC)c1 (stereo unspecified)	-1.0	0	-0.2	-3	-6
6	O=C(Cc1ccccc1)N1N=C(c2ccncc2)CC1(O)C(F)(F)F (stereo unspecified)	-1.7	32	-0.7	0	-1
7	COc1ccc(OC)c(NC(=O)c2cc(S(=O)(=O)N3CCCC3)cn2C)c1	-1.1	0	-0.7	4	1
8	COc1ccc(NC(=O)CC2C(=O)N(c3ccc(Cl)cc3)C(=S)N2NC(=O)c2cccc(F)c2)cc1 (stereo unspecified)	0.9	-9	1.9	2	-5
9	FC(F)(F)c1ccc(NC(=S)NC2CCCCC2)cc1	0.1	-14	-0.2	1	-5
10	O=C(Cc1ccc(S(=O)(=O)N2CCOCC2)s1)Nc1nc2c(s1)CCCC2	15	64*	-0.7	89*	-1
11	O=C(NCCCCc1ccccc1)NC[C@@H]1CC[C@@H](Cc2ccc(-c3ccccc3)cc2)O1	9.1	7	-0.4	1	6
12	CCOc1ccc(OCCn2c(=S)[nH]c3c(N)ncnc32)cc1	-7.4	-2	0.5	1	-7
13	CCNC(=O)c1c(C)[nH]c(C(=O)OCC)c1C	0.6	0	-1.0	0	12
14	Nn1c(SCc2ccc(F)cc2)nnc1-c1ccccn1	-1.5	-3	0.3	6	-1
15	O=C(CC[C@H]1O[C@@H](n2ccc(=O)[nH]c2=O)[C@H](O)[C@@H]1O)NCC1CCCO1 (stereo partly specified)	-1.6	.	-0.2	2	11

No.	SUMO1-SIM PPI	CendR NRP1 mod	MsrA inh	STEP block	bovine MsrA act
1	1	10	0.9	1	-1
2	-1	-11	0.0	-1	-3
3	-17	12	0.3	1	-2
4	-23	10	0.9	-1	-10
5	4	-3	-0.3	0	-11
6	-7	-11	0.1	-5	-5
7	1	1	-0.2	-1	-9
8	-3	-6	0.0	1	0
9	5	6	-0.3	2	-2
10	22	-42	0.6	21	-1
11	9	-2	0.3	4	-1
12	5	10	-0.5	4	1
13	-5	-3	-2.1	-1	-1
14	-4	-4	-0.8	-2	-3
15	-1	14	-0.5	0	0

3 entries drawn at random from those above, as already listed:
No.	smiles	LMPTP inh	Scp-1 inhibitor	TbMetRS inhib	DNMT1 inh	E coli Lon inh
14	Nn1c(SCc2ccc(F)cc2)nnc1-c1ccccn1	-1.5	-3	0.3	6	-1
2	N#Cc1ccc(OCc2c(-c3ccccc3)nnn2CC(=O)O)cc1	-2.7	.	-0.2	4	-8
12	CCOc1ccc(OCCn2c(=S)[nH]c3c(N)ncnc32)cc1	-7.4	-2	0.5	1	-7

No.	SUMO1-SIM PPI	CendR NRP1 mod	MsrA inh	STEP block	bovine MsrA act
14	-4	-4	-0.8	-2	-3
2	-1	-11	0.0	-1	-3
12	5	10	-0.5	4	1

(list continues)
No.	smiles	LMPTP inh	Scp-1 inhibitor	TbMetRS inhib	DNMT1 inh	E coli Lon inh
16	S=C1NC[C@H](CC2CCCCC2)N1CCCCC1CCCCC1	1.3	2	-0.2	11	-3
17	Cc1cccc2c(C(=O)n3cccn3)cc(-c3ccccc3Cl)nc12	0.3	-7	-0.2	4	11
18	CC(C)(C)Nc1nc(N)nc(Cl)n1	-0.3	-1	0.2	7	1
19	Cc1cc(C)n(CC(=O)O)c(=O)c1[N+](=O)[O-]	-0.4	-1	-0.5	0	5
20	Cc1nnc(NC(=O)c2ccc(-c3ccc([N+](=O)[O-])cc3)o2)s1	29	10	-0.2	2	1
21	Cc1[nH]c2ccccc2c1C(=O)CN1CCN(c2ccc(Cl)cc2)CC1	1.8	-9	-0.5	-5	-9
22	CC1(C)Cc2c(C#N)c(SCC(=O)c3ccccc3)nc(N3CCOCC3)c2CS1	0.8	-19	-0.3	-8	-4
23	COc1ccc(-c2c(C)[nH]n3c(=O)c(Cc4ccccc4)c(C)nc23)cc1OC	0.3	-9	0.1	2	11
24	COCCN(C(=O)CCCC(=O)Nc1ccccn1)C(C(=O)NC1CCCC1)c1ccc(C)cc1 (stereo unspecified)	-2.4	-5	-0.2	0	1
25	COc1cc(NS(=O)(=O)c2cc(C(=O)N3CCN(C(C)=O)CC3)ccc2OC)cc(OC)c1	0.5	-8	0.1	-1	-4
26	O=C(Cn1cncn1)c1ccc(Cl)cc1	0.4	-2	-0.5	2	-2
27	CCN(CC(=O)NCCc1ccccc1)S(=O)(=O)c1ccc(C)cc1	-1.7	-7	0.2	2	9
28	COc1ccc(CN(C)C(=O)CCN=C2NS(=O)(=O)c3ccccc32)c(OC)c1	-0.5	-5	0.0	1	-20
29	CS(=O)(=O)N(CC(=O)Nc1ccc2c(c1)OCO2)Cc1ccc(Cl)cc1	-0.7	0	14*	-9	-7
30	CCOc1ccccc1/C=N/NC(=O)c1nnn(-c2nonc2N)c1CN1CCC(C)CC1	11	-1	0.1	29	-10

No.	SUMO1-SIM PPI	CendR NRP1 mod	MsrA inh	STEP block	bovine MsrA act
16	3	-10	-0.4	-2	-10
17	0	-12	0.8	2	-3
18	-4	9	-0.8	-2	-3
19	1	12	-0.1	-3	-7
20	0	-15	-0.1	4	1
21	-3	6	-0.3	-1	-3
22	-6	11	2.2	4	-3
23	7	-2	1.8	4	-3
24	5	8	0.5	4	0
25	2	0	0.1	0	3
26	5	-2	-0.3	-1	0
27	1	-5	-0.1	5	-3
28	3	-6	1.0	-2	-1
29	-5	12	0.2	-1	-11
30	3	-7	-1.3	0	3

(list continues)
No.	smiles	LMPTP inh	Scp-1 inhibitor	TbMetRS inhib	DNMT1 inh	E coli Lon inh
31	COc1cc(C(C2C(=O)CC(C)(C)CC2=O)C2C(=O)CC(C)(C)CC2=O)cc(OC)c1OC	-0.4	-12	0.2	-3	3
32	COc1ccc(-c2cc(C(F)(F)F)n3nc(C(=O)NCCN4CCOCC4)cc3n2)cc1	0.6	-7	-0.4	0	-4
33	c1ccc2sc(NC3=NCN(C4CCCCC4)CN3)nc2c1	2.1	-2	0.1	-4	12
34	CSc1ncnc2c1ncn2CCCN1CCN(c2ncccn2)CC1	-1.2	.	-0.7	0	-10
35	COc1cc(OC)nc(Nc2nc(C(N)Cc3ccc(Cl)cc3)cs2)n1 (stereo unspecified)	0.7	.	-0.3	-2	-15
36	CC(C)(C)OC(=O)C[C@H]1C/C=C\C[C@@H](CC(=O)N[C@@H](CO)Cc2ccccc2)C(=O)NC[C@@H](c2ccccc2)OC1=O	-7.2	-2	-0.2	17	-8
37	Cc1ccc(NC(=O)CNCc2ccccc2Cl)cc1S(=O)(=O)N(C)C	-1.8	-9	0.0	-2	6
38	Cc1ccccc1NC(=O)c1cc(C(=O)c2cc(Cl)ccc2O)cn(-c2ccccc2C)c1=O	0.7	-9	-0.5	-13	-5
39	CC(C)NC(=S)N/N=C1\CCCc2ccccc21	-0.4	-5	-0.3	7	-7
40	CCC/C(=N\NC(=O)C1CCCC1)c1ccccc1	0.7	-2	-0.2	2	3
41	COCCCn1c(=S)[nH]c2sc3c(c2c1=O)CCCS3	-2.1	1	-0.5	1	-9
42	O=C(CNC(=O)c1cccs1)N/N=C/c1cccc(Cl)c1	-0.7	-4	0.1	-1	-8
43	O=C(COC(=O)c1ccccc1[N+](=O)[O-])Nc1cccnc1Cl	-1.4	-5	-0.4	0	-4
44	Cc1cc(SCC(=O)c2ccccc2)nc(C)n1	-2.6	-3	-1.0	-4	-5
45	O=C(Nc1ccccc1)N1CCC(O)(c2cccc(C(F)(F)F)c2)CC1	0.1	-2	-0.1	-2	3

No.	SUMO1-SIM PPI	CendR NRP1 mod	MsrA inh	STEP block	bovine MsrA act
31	0	4	1.9	-2	-2
32	-27	8	2.8	3	-2
33	-4	-3	.	-1	-2
34	-3	5	2.2	0	2
35	-74	1	0.6	3	0
36	1	7	-0.3	-13	-2
37	-3	0	-0.9	-1	-1
38	3	-16	2.1	2	-4
39	-2	-2	1.0	0	-2
40	33	15	-0.1	2	-3
41	2	8	4.0	-4	-7
42	-6	7	-0.1	2	-3
43	-14	2	-1.0	-2	-1
44	0	26*	1.1	-5	-1
45	-4	-5	-1.0	1	-2

(next part)
No.	smiles	LMPTP inh	Scp-1 inhibitor	TbMetRS inhib	DNMT1 inh	E coli Lon inh
46	CCOC(=O)C1C(C(=O)OC)=C(C2=CCCCC2)c2ccccc2N1S(=O)(=O)C(F)(F)F (stereo unspecified)	1.8	1	-1.2	1	-6
47	Cc1ccc(-c2nnc(SCC(=O)N(C)C)nc2-c2ccc(C)cc2)cc1	2.1	-8	0.4	-1	9
48	Cc1cc(SCc2ccc(Cl)cc2)nc(=O)[nH]1	0.2	-7	-0.2	2	2
49	O=C(Cc1ccccc1F)Nc1ccc(Cl)nc1	0.2	-8	1.5	-2	3

No.	SUMO1-SIM PPI	CendR NRP1 mod	MsrA inh	STEP block	bovine MsrA act
46	4	4	0.2	0	-3
47	-31	5	0.4	2	1
48	-3	-5	0.5	1	-1
49	3	-2	-0.5	1	-1

Source: PubChem BioAssay
